BAZ2B inh = blocks human BAZ2B; Q9UIF8; AlphaScreen BAZ2B-H3K14Ac peptide displacement; Potency, µM (top dose mostly 114 µM), without a hit: top-dose activity change, negative = inhibition, actives largely listed as inhibitors; 360,000 tested, 4.4% active; further: on the % scale 0 is the no-effect control and ±100 the full control effect; nearly all actives have a fitted effect of over 60% in size
Target sequence (Q9UIF8 whole entry, looked up): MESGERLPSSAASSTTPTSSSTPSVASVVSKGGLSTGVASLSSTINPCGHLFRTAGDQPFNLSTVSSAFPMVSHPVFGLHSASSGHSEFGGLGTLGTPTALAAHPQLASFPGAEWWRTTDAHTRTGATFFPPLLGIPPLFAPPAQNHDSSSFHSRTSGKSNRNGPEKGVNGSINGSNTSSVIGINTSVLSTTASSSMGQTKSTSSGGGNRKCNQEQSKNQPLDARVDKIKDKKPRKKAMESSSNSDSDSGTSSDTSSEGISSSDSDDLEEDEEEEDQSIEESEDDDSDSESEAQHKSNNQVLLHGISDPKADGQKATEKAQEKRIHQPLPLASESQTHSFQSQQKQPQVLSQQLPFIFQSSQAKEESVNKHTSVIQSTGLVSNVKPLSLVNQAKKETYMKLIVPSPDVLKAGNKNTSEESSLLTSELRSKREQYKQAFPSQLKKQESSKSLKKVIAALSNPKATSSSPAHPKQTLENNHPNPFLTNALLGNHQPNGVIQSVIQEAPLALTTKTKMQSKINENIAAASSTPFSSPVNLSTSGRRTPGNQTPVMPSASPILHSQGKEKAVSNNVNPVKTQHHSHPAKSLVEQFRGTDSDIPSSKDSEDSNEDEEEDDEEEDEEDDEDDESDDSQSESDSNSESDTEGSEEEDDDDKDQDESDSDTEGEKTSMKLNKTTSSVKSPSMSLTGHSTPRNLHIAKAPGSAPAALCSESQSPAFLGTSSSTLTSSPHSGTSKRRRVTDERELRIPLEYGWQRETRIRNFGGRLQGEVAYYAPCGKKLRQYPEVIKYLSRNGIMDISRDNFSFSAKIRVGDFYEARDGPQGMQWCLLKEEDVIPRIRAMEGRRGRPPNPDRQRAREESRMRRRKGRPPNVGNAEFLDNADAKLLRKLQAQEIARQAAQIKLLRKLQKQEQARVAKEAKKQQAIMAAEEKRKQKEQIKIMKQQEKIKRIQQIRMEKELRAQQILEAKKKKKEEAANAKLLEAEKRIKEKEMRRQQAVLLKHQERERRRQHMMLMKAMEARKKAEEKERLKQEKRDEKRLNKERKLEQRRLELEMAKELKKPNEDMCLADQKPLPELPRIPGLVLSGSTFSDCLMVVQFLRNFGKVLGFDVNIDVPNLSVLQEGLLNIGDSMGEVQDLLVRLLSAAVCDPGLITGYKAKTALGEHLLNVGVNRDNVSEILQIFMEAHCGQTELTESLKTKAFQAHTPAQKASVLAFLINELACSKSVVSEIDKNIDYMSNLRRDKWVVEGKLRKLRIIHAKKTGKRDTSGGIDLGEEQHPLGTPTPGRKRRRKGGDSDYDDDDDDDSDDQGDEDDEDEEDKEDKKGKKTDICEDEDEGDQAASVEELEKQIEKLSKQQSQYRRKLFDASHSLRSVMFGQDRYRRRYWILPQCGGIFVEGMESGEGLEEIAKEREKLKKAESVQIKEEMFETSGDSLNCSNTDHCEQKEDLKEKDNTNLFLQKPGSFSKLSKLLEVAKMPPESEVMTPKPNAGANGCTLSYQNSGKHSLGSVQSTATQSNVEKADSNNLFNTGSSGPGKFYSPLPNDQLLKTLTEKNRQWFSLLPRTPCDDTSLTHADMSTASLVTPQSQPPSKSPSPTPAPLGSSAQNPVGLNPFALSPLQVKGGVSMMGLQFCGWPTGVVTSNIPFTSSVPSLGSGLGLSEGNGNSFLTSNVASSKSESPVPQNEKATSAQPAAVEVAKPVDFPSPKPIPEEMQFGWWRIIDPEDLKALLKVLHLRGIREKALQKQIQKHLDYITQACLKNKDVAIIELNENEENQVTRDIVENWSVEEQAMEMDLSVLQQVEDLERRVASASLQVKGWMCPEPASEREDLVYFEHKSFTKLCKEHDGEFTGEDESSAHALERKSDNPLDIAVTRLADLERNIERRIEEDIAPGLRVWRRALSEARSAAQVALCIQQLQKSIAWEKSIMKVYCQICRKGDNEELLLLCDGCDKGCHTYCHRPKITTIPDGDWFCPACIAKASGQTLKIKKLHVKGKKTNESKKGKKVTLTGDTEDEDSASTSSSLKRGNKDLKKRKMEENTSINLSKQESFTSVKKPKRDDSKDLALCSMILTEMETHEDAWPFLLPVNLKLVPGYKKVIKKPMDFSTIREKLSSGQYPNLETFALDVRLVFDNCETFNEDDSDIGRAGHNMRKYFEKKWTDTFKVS
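In this displacement format the biotinylated H3(5-23) peptide acetylated at Lys14 serves as ligand at 50 nM, with BAZ2B at 50 nM in PBS pH 7.4 containing 0.01% Tween-20. Donor and acceptor beads are 10 ug/mL final.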
Tb PGK inh = inhibitors of T. brucei phosphoglycerate kinase; P07378; PGK/GAPDH coupled, Kinase-Glo luminescence, 60 min; Potency, µM (series often up to 57.5 µM), without a hit: at the top dose activity change, negative = inhibition, most hits filed as inhibitors; 380,000 tested, 0.043% active; AID 602233; further: on the % scale 0 is the no-effect control and ±100 the full control effect; nearly all actives have a fitted effect of over 60% in size
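Recombinant glycosomal PGK reaction used 1,3-bisphosphoglycerate generated in-well by GAPDH (100nM final) in 100mM TEA pH 7.6, 5mM MgCl2, 0.01% Tween-20. After 60 minutes at room temperature, ATP was read by Kinase-Glo Plus luminescence end-point.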
JMJD2A Tudor inh = blocks the human JMJD2A Tudor domain; O75164; AlphaScreen JMJD2A-Tudor / H3K4me3 peptide binding; Potency, µM (titrated, usually from 114 µM), without a hit: top-dose activity change, negative = inhibition, most hits filed as inhibitors; 390,000 tested, 4.4% active; further: on the % scale 0 is the no-effect control and ±100 the full control effect; nearly all actives have a fitted effect of over 50% in size
G9a inh = inhibitors of human histone lysine methyltransferase G9a; Q96KQ7; G9a H3K9 monomethylation, AlphaScreen, 2 h; Potency, µM (top dose mostly 102 µM), for the others: at the top dose activity, negative = inhibition, usual class: inhibitors; 350,000 tested, 8.8% active; AID 504332; further: on the % scale 0 is the no-effect control and ±100 the full control effect; nearly all actives have a fitted effect of over 75% in size
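Quantitative HTS format: methyltransferase activity on a biotin-tagged H3K9 peptide is measured by AlphaScreen, using a rabbit anti-monomethyl-H3K9 antibody with streptavidin donor and anti-IgG acceptor beads. Final levels are 20 nM enzyme, 500 nM peptide, 20 uM SAM; 2 h RT.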
HP1b chromo inh = inhibitors of HP1-beta chromodomain binding to methylated histone tails. AlphaScreen HP1-beta / biotin-H3K9me3 peptide binding. AID 540317. Potency, µM (doses to about 114 µM), inactives show top-dose activity change, negative = inhibition, hits mostly inhibitors. P83916. 390,000 tested, 0.56% active; further: nearly all actives have a fitted effect of over 70% in size; inactives centre near 23
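AlphaScreen: HP1-beta (50 nM) preformed 30 min with biotin-H3(1-18)K9me3 peptide (50 nM) in PBS pH 7.4, 0.01% Tween-20. Compound added for 30 min at RT, then streptavidin donor/nickel chelate acceptor beads (10 ug/mL) for 30 min.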
POLI inh = DNA polymerase iota (human) inhibition; Pol iota fluorescent replication assay, 10 min; Q9UNA4; Potency, µM (series often up to 115 µM), for inactives: at the top dose activity, negative = inhibition, most hits filed as inhibitors; 390,000 tested, 1% active; AID 588590
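Fluorescent replication assay read twice, at 0 min and 10 min after adding 50 nM (final) substrate. Enzyme (10 nM) and compounds were first incubated 15 min at room temperature; enzyme-free buffer wells were negative controls.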
Pin1 inh = inhibitors of human Pin1; AID 504891; Potency, µM (titrated, usually from 115 µM), inactives show at the top dose activity, negative = inhibition, actives largely listed as inhibitors; 390,000 tested, 0.009% active; Pin1 FP peptide displacement, HiFluor488, 10 min; Q13526; active means well fitted inhibition curve with a large enough effect in the polarisation, with a control signal flat, not every such curve was filed as active; inconclusive means small, poorly fitted or top-dose-only effect, or effect the other way, or a change in a side signal; inactive means no such curve, though single readings can be large or run the other way; the % refers to the polarisation; further: on the % scale 0 is the no-effect control and ±100 the full control effect
BLM inh = Bloom syndrome helicase (human) inhibition; P54132; recombinant BLM DNA unwinding, fluorescence dequenching; Potency, µM (doses to about 56.1 µM), inactives show top-dose activity change, negative = inhibition, usual class: inhibitors; 350,000 tested, 0.2% active;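 further: plate controls were vehicle for no effect and no enzyme for full effect; nearly all actives have a fitted effect of over 35% in size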
GLS inh = glutaminase GLS (human) inhibition. O94925. GLS enzymatic activity, qHTS titration. Potency, µM (series often up to 45.5 µM), inactives show at the highest dose activity change, negative = inhibition, most hits filed as inhibitors. 410,000 tested, 0.21% active; further: on the % scale 0 is the no-effect control and ±100 the full control effect
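Glutamate formation by hKGA was monitored fluorometrically using coupled glutamate oxidase, HRP and Amplex Red. Substrate was added as 1 mM L-glutamine solution; incubation was 30 min at RT after an initial read.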
Numbers without * were called inactive; i = inactive; ? = inconclusive; . = no result given; [ ] = dose if it differs, or a comment. Unless noted, the call rests on the fitted dose curve; in most records, active means well fitted curve in the direction sought with a large enough effect; inconclusive means small, poorly fitted or top-dose-only effect, or another doubt; inactive means no such curve, though single readings can be large; an effect the other way counts as inactive or inconclusive. Potency means the concentration at half of the fitted maximal effect. A portion of the library; count on the stated rates, not on these rows.

SMILES	BAZ2B inh	Tb PGK inh	JMJD2A Tudor inh	G9a inh	HP1b chromo inh	POLI inh	Pin1 inh	BLM inh	GLS inh
COc1ccc(CNC(=O)C2CCN(S(=O)(=O)N3CCOCC3)CC2)cc1	3.4%	1.6%	-16.6%	-0.8%[12.7 µM]	20.8%	-1.8%	5.6%	1.1%	-0.1%
O=C(CCC(=O)N/N=C/c1ccc(Br)o1)N/N=C/c1ccc(Br)o1	-7.1%	-9.0%	-12.7%	?	?	?	-3.1%	-1.0%	-0.7%
CC(C)n1nccc1N(Cc1ccc(C#N)cc1)S(=O)(=O)c1ccccc1	-0.6%	-7.5%	-13.0%	-22.3%	-9.6%	43.9%[activator]	1.7%	-7.1%	0.2%
NC(=O)c1ccc[n+](Cc2cccc3ccccc23)c1	13.1%	4.1%	1.4%	5.6%[59 µM]	44.8%[activator]	161.0%[activator]	0.5%	10.0%	5.1%
COc1ccccc1N1CCN(C(=O)c2ccc(Cn3c(=S)[nH]c4cc5c(cc4c3=O)OCO5)cc2)CC1	7.1%	-1.1%	-12.4%	0.6%	27.1%	138.3%[activator]	6.2%	-1.1%	-19.2%
COc1ccc(OC)c(C(C)NC(=S)NC2CCCCC2)c1 (stereo unspecified)	?	i	?	.	13.1%	-3.6%	-10.1%	-3.2%	8.6%
Cc1ccc(C)c(OCCC(=O)OCC(=O)Nc2cc(S(=O)(=O)N3CCCCC3)ccc2C)c1	.	-9.4%	-19.2%	.	2.7%	17.8%	20.1%	.	-3.2%
CN(C)c1nc(N(C)C)n(Cc2c(Cl)cccc2Cl)n1	-23.2%	i	-25.1%	?	-17.5%	-26.2%	-2.0%	3.1%	20.7%
Cc1ccc(C(=O)NC2CCCc3ccccc32)cc1[N+](=O)[O-] (stereo unspecified)	-13.0%	0.6%	-29.5%	9.7%	0.4%	142.5%[activator]	-5.5%	-8.4%	0.1%
COC(=O)[C@@H]1CCCN1C(=O)c1ccc(OC2CCN(Cc3ccccn3)CC2)cc1	-12.0%	3.0%	-11.8%	7.8%[59 µM]	24.9%	-16.2%	-15.3%	-2.3%	5.3%
Cc1c(C(=O)Nc2cccc(F)c2)cnn1-c1ccccc1	-1.9%	i	?	?	-6.3%	78.6%[activator]	4.4%	-6.8%	-7.2%
Cc1ccc(CSc2nc3ccccc3c(=O)[nH]2)cc1	-4.4%	-3.1%	1.7%	3.8%[59 µM]	37.1%	80.3%[activator]	0.7%	1.3%	0.0%
COc1ccc(CN2C(=O)c3cccc4cccc2c34)cc1F	?	-2.6%	180.4%[activator]	0.6%	271.1%[activator]	-16.8%	-2.4%	-11.5%	1.9%
O=[N+]([O-])C(C1CCS(=O)(=O)C1)C1CCS(=O)(=O)C1 (stereo unspecified)	3.3%	2.6%	-3.8%[11.4 µM]	-5.3%	11.4%	58.8%[activator]	-1.4%	1.3%	7.7%
CCNc1ccc(C(=O)NN=C2CCCC2)cc1[N+](=O)[O-]	?	-8.6%	?	-11.4%	3.7%	154.3%[activator]	9.1%	-3.8%	-15.7%
CC(C)CC(=O)Nc1ccc2c(c1)nc(CCN1CCOCC1)n2C	-7.6%	-5.5%	-5.6%	-3.1%	55.5%[activator]	?	7.3%	-2.7%	-11.6%
Cc1ccc(-c2nc(=Nc3c(C)cc(C)cc3C)sn2-c2ccccc2)cc1	.	.	?	.	?	8.4%	0.8%	.	.
Cc1ccc(OC(=O)c2ccc3nc(C)sc3c2)cc1	3.3%	i	1.7%	-34.8%	16.9%	34.7%[activator]	.	0.9%	-4.2%
COc1ccc2c(Sc3ccc(C)cc3)c(C(=O)NCc3ccc(F)cc3)[nH]c2c1	-22.0%	-10.1%	-29.8%	?	10.7%	12.8%	4.0%	-7.1%	2.5%
COC(=O)N(NC(=O)C(O)(c1ccccc1)c1ccccc1)c1ccccc1	-0.5%	-1.5%	5.6%	20.2%[59 µM]	41.6%	11.7%	2.0%	-8.8%	-9.4%

5 compounds drawn at random from the list so far, as already listed:
SMILES	BAZ2B inh	Tb PGK inh	JMJD2A Tudor inh	G9a inh	HP1b chromo inh	POLI inh	Pin1 inh	BLM inh	GLS inh
Cc1c(C(=O)Nc2cccc(F)c2)cnn1-c1ccccc1	-1.9%	i	?	?	-6.3%	78.6%[activator]	4.4%	-6.8%	-7.2%
CC(C)CC(=O)Nc1ccc2c(c1)nc(CCN1CCOCC1)n2C	-7.6%	-5.5%	-5.6%	-3.1%	55.5%[activator]	?	7.3%	-2.7%	-11.6%
COc1ccc(CN2C(=O)c3cccc4cccc2c34)cc1F	?	-2.6%	180.4%[activator]	0.6%	271.1%[activator]	-16.8%	-2.4%	-11.5%	1.9%
Cc1ccc(-c2nc(=Nc3c(C)cc(C)cc3C)sn2-c2ccccc2)cc1	.	.	?	.	?	8.4%	0.8%	.	.
Cc1ccc(OC(=O)c2ccc3nc(C)sc3c2)cc1	3.3%	i	1.7%	-34.8%	16.9%	34.7%[activator]	.	0.9%	-4.2%

(list continues)
SMILES	BAZ2B inh	Tb PGK inh	JMJD2A Tudor inh	G9a inh	HP1b chromo inh	POLI inh	Pin1 inh	BLM inh	GLS inh
COc1cc(/C=N/N2CCN(Cc3ccc(C)cc3)CC2)cc(OC)c1O	56.2µM*	-4.6%	39.8µM*	.	?	-25.4%	1.0%	-3.0%	-6.2%
O=C(c1ccc(COc2ccccc2Br)o1)N1CCCCCC1	-37.1%	-2.1%	0.0%	-29.9%[12.7 µM]	23.4%	?	-2.9%	-6.8%	2.6%
CCc1nnc(SC(CC)C(=O)Nc2cccc(OC)c2)c2cc3oc(C)cc3n12 (stereo unspecified)	-36.5%	.	-12.5%	?	7.5%	4.5%	17.0%	-0.4%	2.5%
COC(=O)C1CC2(C(=O)OC)CC(C(=O)OC)(CC(C(=O)OC)C2=O)C1=O (stereo unspecified)	.	i	?	.	3.9%	62.0%[activator]	1.5%	.	-20.2%
CN(Cc1ccon1)Cc1cn(C)nc1-c1ccc(Oc2ccccc2)cc1	-19.5%	i	-18.2%	4.6%	-1.9%	47.1%[activator]	2.9%	-9.2%	0.2%
O=C(N/N=C/c1cccc([N+](=O)[O-])c1)c1cccs1	4.9%	i	-5.5%	12.3%[59 µM]	39.5%[activator]	24.9%	4.1%	2.6%	-9.1%
O=C(COC(=O)c1ccccc1SCC(=O)N1CCCC1)Nc1ccccc1C(F)(F)F	-4.5%	i	-6.2%	8.0%	48.7%[activator]	-14.5%	-2.5%	-0.3%	-2.7%
O=C(c1cnn2c1NC(c1ccc(Br)cc1)CC2C(F)(F)F)N1CCN2CCCC2C1 (stereo unspecified)	.	-4.7%	-17.6%	?	-6.6%	?	?	-7.4%	12.5%
N#CC1=C(N)Oc2cc(N)ccc2C1c1ccc(F)cc1F (stereo unspecified)	?	-5.5%	-31.8%	.	59.2%[activator]	25.2%	?	-1.5%	20.9%
COc1ccc(Cl)cc1NC(=O)CN(C)C(=O)Cc1ccc2c(c1)CCC2	-14.2%	-2.4%	-9.8%	.	33.5%	14.0%	?	-7.8%	-0.5%

A portion from further up, for reference:
SMILES	BAZ2B inh	Tb PGK inh	JMJD2A Tudor inh	G9a inh	HP1b chromo inh	POLI inh	Pin1 inh	BLM inh	GLS inh
N#CC1=C(N)Oc2cc(N)ccc2C1c1ccc(F)cc1F (stereo unspecified)	?	-5.5%	-31.8%	.	59.2%[activator]	25.2%	?	-1.5%	20.9%
COc1ccc(Cl)cc1NC(=O)CN(C)C(=O)Cc1ccc2c(c1)CCC2	-14.2%	-2.4%	-9.8%	.	33.5%	14.0%	?	-7.8%	-0.5%

The list goes on.
SMILES	BAZ2B inh	Tb PGK inh	JMJD2A Tudor inh	G9a inh	HP1b chromo inh	POLI inh	Pin1 inh	BLM inh	GLS inh
COC(=O)c1ccc2c(c1)N(C)C(=O)CS2	6.6%	-7.6%	-1.9%	24.1%	24.4%	12.5%	-0.6%	0.6%	-1.3%
COc1cccc(NC(=O)c2ccc(NC(C)=O)cc2)c1	-1.0%	-0.3%	-11.8%	-44.5%[59 µM]	22.4%	12.0%	4.9%	0.0%	9.3%
COc1ccc2[nH]c(=O)c(CN(Cc3ccc4c(c3)OCO4)C(C)=O)cc2c1	-10.7%	-0.7%	-2.8%	-5.8%[59 µM]	25.0%	14.0%	-4.5%	-0.4%	9.1%
CCOc1ccc(N(C)S(=O)(=O)c2cc(-c3cc(C)no3)ccc2C)cc1	-2.2%	5.3%	16.5%	-4.5%[59 µM]	56.1%[activator]	-1.8%	18.1%	-7.8%	-3.6%
Cc1ccc(NC(=O)c2ccc3c(c2)S(=O)(=O)c2ccccc2C3=O)cc1S(=O)(=O)N1CCOCC1	-14.0%	-4.1%	-12.3%	-3.4%[59 µM]	7.4%	?	-1.2%	-4.3%	-2.7%
Nc1nc(-c2ccco2)nn1C(=O)c1ccccc1Cl	-22.1%	i	-22.8%	?	-0.3%	-2.5%	-2.2%	-1.0%	-8.5%
C[C@H](CO)N1C[C@H](C)[C@@H](CN(C)C)Oc2c(NC(=O)Cc3ccccc3)cccc2C1=O	.	-4.2%	-8.6%	.	37.8%	5.6%	-1.3%	.	7.6%
O=C(COC(=O)c1n[nH]c2ccccc12)NCCc1ccc(Cl)cc1	-12.5%	-9.7%	-12.1%	-15.3%[59 µM]	36.1%	33.2%[activator]	8.1%	.	1.2%
CCC(CC)C(=O)Nc1c2c(nn1-c1ccc(OC)cc1)CS(=O)C2 (stereo unspecified)	1.0%	-7.9%	-0.9%	-1.6%	45.4%[activator]	-24.1%	-2.3%	-1.2%	-9.6%
COc1ccc(C2=C(C)C(=O)N(Cc3ccc(C(=O)Nc4cc(C)ccc4C)cc3)S2(=O)=O)cc1	-13.9%	.	-3.3%	3.9%[59 µM]	-3.5%	-0.3%	1.7%	-4.3%	1.5%
CCCn1c(=O)c2sccc2n2c(CCCC(=O)Nc3ccccc3OCC)nnc12	-19.3%	-8.8%	5.1%	-2.8%[59 µM]	36.2%	14.0%	-10.7%	-0.4%	2.0%
COc1ccc(-c2cc([N+](=O)[O-])ccc2OCC(=O)N(C)CC(=O)Nc2ccc(C)cc2)cc1	-4.0%	-7.4%	-32.7%	?	-25.9%	0.0%	11.0%	.	-2.7%
COc1cccc(NC(=O)CSC2=NN3CCCC(=O)N=C3S2)c1	?	-0.1%	-25.7%	13.1%	7.1%	3.9%	?	-5.9%	-0.1%

Source: PubChem
